High-throughput results deposited in PubChem BioAssay by several laboratories.
MC4R antagonist: antagonists of human melanocortin 4 receptor (MC4R); P32245; MC4R-expressing cells, MTII-stimulated cAMP, LANCE TR-FRET; inhibition, % at 6.5 µM; 0.48% of 360,000 active;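 active means inhibition above its plate's cutoff, the mean of tested wells on that plate plus 3 SD, cut at about 29% in these data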;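 further: 0% = Melanotan II alone and 100% = Melanotan II plus saturating MCL0020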
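Test system: U2OS cells stably expressing human melanocortin 4 receptor (MC4R); also added: Melanotan II challenge; compound: 6.5 µM single dose; timing: 30-min compound preincubation, 1-h Melanotan II challenge, 1-h detection, room temperature; signal: Eu-cAMP/anti-cAMP TR-FRET, emission 671 nm; repeats: one well per compound, no replicates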
PDI inh: blocks human protein disulfide isomerase activity; PDI insulin aggregation turbidity, A650, 90 min; 0.052% of 350,000 active; AID 588391; inhibition, % at 10 µM; P07237;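 active means mean inhibition across replicates of 30% or more, whatever share of single replicates reach that level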;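 further: absorbance from insulin aggregation driven by PDI reduction with DTT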
Glyco luc inh: N-linked glycosylation inhibition. 0.23% of 360,000 active. reporter increase, % at 12.5 µM. D54 ERlucT glycosylation luciferase reporter, 24 h; percent of 100 nM tunicamycin response;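 active means mean luciferase reporter signal, scaled so untreated is 0 and the glycosylation-blocking control 100, at or above a set limit in every replicate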;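 further: luciferase carries N-glycosylation sites so blocking glycosylation raises the light; 0% = median of neutral control wells and 100% = median of 100 nM tunicamycin wells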
CaV13 ICDI inh: Primary screen for inhibitors of IQ motif and Ca2+-dependent inactivation inhibitor domain binding in CACNA1D, Förster resonance energy transfer in living cells, … | HEK cells, CFP/YFP FRET ICDI-IQ, plate reader, 10 min; percent FRET-ratio fall versus neutral wells | inhibition, % at 12.3 µM | 0.098% of 340,000 active;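 active means mean replicate inhibition of at least 30% and at least 1% of replicates passing that level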;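 further: 0% = median of the neutral control wells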
ABCB6 inh 2: inhibitors of human ABC transporter ABCB6; fluorescence ratio to DMSO, % at 10 µM; Q9NP58; K562-ABCB6 porphyrin accumulation, flow cytometry, 1 h; hits give low values; AID 602162; 0.19% of 360,000 active;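 active means fluorescence ratio to DMSO below 75%, the collection mean minus 3 SD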;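 further: signal is porphyrin accumulated inside mitochondria; 100% equals median channel fluorescence of DMSO control wells; lower ratio means ABCB6 inhibition with less porphyrin fluorescence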
Target sequence (Q9NP58 whole entry, looked up): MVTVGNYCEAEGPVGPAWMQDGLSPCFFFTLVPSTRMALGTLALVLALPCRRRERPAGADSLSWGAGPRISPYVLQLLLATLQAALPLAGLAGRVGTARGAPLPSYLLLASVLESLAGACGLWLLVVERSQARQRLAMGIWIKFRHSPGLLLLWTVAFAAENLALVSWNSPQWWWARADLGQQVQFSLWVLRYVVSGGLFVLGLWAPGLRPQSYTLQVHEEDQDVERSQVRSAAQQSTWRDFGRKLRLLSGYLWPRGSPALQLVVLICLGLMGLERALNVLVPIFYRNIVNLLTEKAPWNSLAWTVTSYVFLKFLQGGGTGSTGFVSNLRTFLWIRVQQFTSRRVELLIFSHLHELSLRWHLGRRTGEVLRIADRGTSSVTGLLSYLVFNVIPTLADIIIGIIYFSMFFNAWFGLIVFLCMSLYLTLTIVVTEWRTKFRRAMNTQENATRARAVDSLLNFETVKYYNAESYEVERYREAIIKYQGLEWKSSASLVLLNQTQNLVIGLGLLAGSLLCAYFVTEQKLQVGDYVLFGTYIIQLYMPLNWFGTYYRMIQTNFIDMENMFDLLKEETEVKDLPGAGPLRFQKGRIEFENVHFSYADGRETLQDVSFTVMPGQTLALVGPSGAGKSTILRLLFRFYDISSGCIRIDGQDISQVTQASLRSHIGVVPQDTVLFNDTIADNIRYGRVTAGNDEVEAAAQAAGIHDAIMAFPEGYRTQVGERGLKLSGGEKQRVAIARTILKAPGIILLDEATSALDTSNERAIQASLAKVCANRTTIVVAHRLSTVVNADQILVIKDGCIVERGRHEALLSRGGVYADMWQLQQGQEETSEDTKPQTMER
HTR2A ag: activates the mouse 5-HT2A serotonin receptor | P35363 | AID 624169 | activation, % at 7.6 µM | CHO-K1 mHTR2A beta-arrestin complementation, luminescence; percent of 30 µM serotonin response | 0.66% of 360,000 active;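 active means activation above a run cutoff, the mean activation of all tested compounds plus 3 SD, cut at about 14% in these data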;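 further: 0% = plate median of compound wells and 100% = 30 µM serotonin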
Vif imaging: HIV Vif inhibition | HEK293T cells, Vif self-association by quenched fluorescence, imaging, 24 h | inhibition, % at 7.49 µM | 0.35% of 340,000 active | AID 602346; in the data active means inhibition above about 50%, passing the limit was not always enough; further: some results filed as inactive read as strong as hits
aDG glyco up: increases alpha dystroglycan glycosylation | Pro5-aDG cells, alpha-DG glycosylation AlphaScreen (IIH6); 0% Pro5, 100% B10-LARGE cell signal | activation, % at 10 µM | 0.22% of 360,000 active | AID 624168;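 active means activation of at least 8% versus controls, or a plate z-score of at least 8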;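 further: Pro5 are CHO cells carrying HIG-tagged alpha-DG that lacks glycosylation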
MC4R ag barr: human MC4R agonism via beta-arrestin; AID 540308; U2OS MC4R beta-arrestin complementation, luminescence; percent of melanotan II response, DMSO zero; activation, % at 8.9 µM; 0.98% of 360,000 active; P32245;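 active means activation above a per-plate cutoff, the mean activation of sample wells on that plate plus 3 SD, cut at about 8% in these data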
Cardio protect: protects H9c2 cardiomyocytes from peroxide injury. protection from H2O2 cell death, % at 20 µM. AID 588492. 0.63% of 360,000 active. H2O2 injury protection, ATPLite, 2 h;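 active means compounds giving at least 50% protection of heart cells from peroxide-induced death in the single-dose screen, raw or plate-pattern-corrected value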;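 further: 0% = DMSO wells with peroxide and 100% = DMSO wells without peroxide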
Starred values were filed as active, the others as inactive; nt = no result given.

SMILES	MC4R antagonist	PDI inh	Glyco luc inh	CaV13 ICDI inh	ABCB6 inh 2	HTR2A ag	Vif imaging	aDG glyco up	MC4R ag barr	Cardio protect
Cc1ccccc1-n1c(Cc2cccs2)n[nH]c1=S	-1	2	-2	-7	100	4	7	0.1	-3.2	-1
O=C(O)C(Cc1ccccc1)N1C(=O)/C(=C/c2ccccc2)SC1=S (stereo unspecified)	-1	-24	1	-4	99	4	-2	-0.1	-1.0	0
O=C(COc1ccc(S(=O)(=O)N2CCCCC2)cc1)N1CCCCCC1	-3	-2	0	-7	104	5	-5	-0.3	1.8	-12
N#Cc1cccc(NC(=O)CNc2cccc(S(=O)(=O)N3CCCC3)c2)c1	-6	-1	-1	-6	98	-11	-11	0.1	0.0	-9
Cc1cc(NC(=O)CCC(=O)N(CC(=O)NC2CCCC2)Cc2ccco2)no1	13	-11	0	-1	109	1	28	0.1	-0.7	6
O=C(N/N=C/c1cccnc1)c1cc(O)c(O)c(O)c1	4	1	0	-4	95	2	9	0.3	-0.3	-2
O=C(COC(=O)CCc1nc2ccccc2c(=O)[nH]1)Nc1ccc(OC(F)(F)F)cc1	2	-8	1	-6	98	9	2	0.1	-3.2	45
Cc1cc(S(=O)(=O)NC[C@H]2O[C@@H](n3cnc4c(N)ncnc43)[C@H](O)[C@@H]2O)c(C)s1	-2	-11	1	-6	98	1	0	0.2	-3.1	-2
COc1cccc2[nH]c3c(Cl)ncnc3c12	29*	-1	2	-18	100	6	-7	0.0	-0.7	7
COc1ccc(-c2nnc(SCc3nnc(-c4cccs4)o3)n2CC2CCCO2)cc1 (stereo unspecified)	-2	26	0	-14	98	-2	1	0.6	-0.8	-8
O=C(Cc1ccc(Br)cc1)NNC(=O)c1cccs1	4	-1	-3	-4	78	8	4	2.5	-1.8	2
CN1CCSc2ccc(C(=O)NCc3ccccc3)cc21	10	nt	1	-5	99	-5	16	-0.3	0.5	0
COc1ccc(C(=O)Nc2ccc(-c3cn4ccsc4n3)cc2)cc1S(=O)(=O)N1CCOCC1	4	-4	2	-5	89	-1	-3	2.3	1.5	-8
CN(C)CCn1c2c(c(SCC(=O)Nc3ccccc3C(F)(F)F)nc1=O)CCCC2	1	11	-1	-3	97	-3	21	0.5	-2.1	3
Cc1cccc(C)c1N(CC(=O)N/N=C/c1cc(Br)c(C)o1)S(C)(=O)=O	2	0	2	-5	105	3	-2	0.9	2.8	6
COC(=O)c1cc(NC(=O)c2ccoc2C)cc(C(=O)OC)c1	6	10	2	-5	96	-2	-7	0.0	-1.1	9
Cc1c(Cl)cccc1NC(=O)CCN1CCN(C)CC1	24	8	-2	-22	98	0	10	-0.1	-0.1	0
OCc1cn(-c2ccccc2)nc1-c1ccc(Br)cc1	-7	1	4	-3	97	8	-4	0.1	1.8	6
COc1ccc2c(c1)[nH]c1c(=O)n(Cc3ccco3)cnc12	-6	6	5	nt	101	0	-3	-0.3	-1.3	-10
COc1ccc(S(=O)(=O)NC2CCSc3ccccc32)cc1OC (stereo unspecified)	26	2	0	-2	97	2	15	0.1	1.0	0
COc1ccc(C(CNC(=O)c2ccc(Br)o2)N2CCN(C)CC2)cc1 (stereo unspecified)	4	10	-1	-6	98	-7	nt	-0.1	-3.2	0
Cc1cc(C(C2C(=O)CC(C)(C)CC2=O)C2C(=O)CC(C)(C)CC2=O)cc(C)c1OC(F)F	-4	5	0	-3	96	1	9	0.2	2.1	-6
COc1ccc(C(C)(C)C)cc1NC(=O)COC(=O)CN1C(=O)NC2(CCCCC2C)C1=O (stereo unspecified)	8	7	0	-9	100	-1	-9	-0.1	-0.4	-1
C=CCn1c(C(C)NC(=O)c2cccc(C)c2)n[nH]c1=S (stereo unspecified)	15	-2	1	-5	93	6	-2	0.2	0.8	-3
CN(C)S(=O)(=O)c1cccc(NC(=S)NC2CCCCC2)c1	16	-4	-3	-6	98	-3	-3	-0.4	0.5	-10
O=C(Nc1ccc(S(=O)(=O)N2CCCC2)cc1)c1cnccn1	16	7	1	-5	102	-1	nt	-0.1	0.0	-5
COc1cc(CCC(=O)N2CC(C)OC(C)C2)cc(OC)c1OC (stereo unspecified)	9	-6	nt	-6	96	2	nt	0.1	-1.9	-2
CN1CCN(S(=O)(=O)c2ccc3ccccc3c2)CC1	5	nt	2	-2	102	1	17	-0.2	-0.6	7
COc1ccc(NC(=O)CCC2COc3ccccc3O2)c(OC)c1 (stereo unspecified)	5	20	-2	-4	93	0	-12	-0.2	-0.1	-5
CC(C)=CC(=O)N1CCC(Oc2cccc(C(=O)NCc3ccccn3)c2)CC1	-1	-2	-1	-6	97	7	nt	-0.2	-0.4	3
Cc1cc(C)n(-c2nc(SCCN(C)C)c3c4c(sc3n2)COC(C)(C)C4)n1	-2	3	-5	-7	96	-3	-18	2.4	0.1	3
O=Cc1cc([N+](=O)[O-])ccc1N1CCN(Cc2ccc3c(c2)OCO3)CC1	4	-5	0	-4	93	-6	-1	0.0	-2.0	-4
Cc1c(/C=C(\CC(=O)O)c2nc3ccccc3s2)cc(C#N)n1C	-12	6	0	-16	99	4	-1	0.1	0.6	-3
NC(N)=NS(=O)(=O)c1ccc(N/C=C/C(=O)c2ccc(Cl)c(Cl)c2)cc1	15	4	2	-9	100	-4	0	0.2	-1.7	-11
CCOC(=O)CN1C(=O)Nc2ccc(Br)cc2C1c1ccccc1 (stereo unspecified)	11	-7	-1	-4	92	6	-9	0.1	-0.8	-1
NC(=O)C1CCCN(C(=O)CCCNC(=O)c2ccc(Cl)cc2)C1 (stereo unspecified)	-4	5	0	-2	95	6	6	-0.1	0.2	7
Cc1cccc2c(=O)c(Br)c(C)n(Cc3ccccc3)c12	1	-2	1	0	101	1	-1	-0.1	0.8	-8
CCCc1cc(=O)n2[nH]c(NCc3ccc(OC)c(OC)c3)nc2n1	2	13	2	-6	101	-1	-3	0.0	-1.9	-6
CN(C(=O)c1ccccc1C(=O)OCC(=O)c1ccccc1)c1ccccc1	8	16	0	-2	93	1	2	-0.2	0.4	17
CCOC(=O)N/N=C(/C)c1ccc([N+](=O)[O-])o1	-3	-1	2	-8	89	3	16	1.4	-0.2	1
N#CCCCSc1nnc(CSc2nc3ccccc3s2)n1-c1ccccc1	-1	-8	-4	nt	103	-7	-17	0.1	-1.8	-16
O=C(c1ccccc1)N(Cc1ccc(F)cc1)Cc1nc2ccccc2c(=O)[nH]1	3	-4	5	-7	100	1	-3	0.2	1.8	41
O=S(=O)(Nc1ccon1)c1cc(Cl)ccc1Cl	7	-9	0	-9	108	8	0	0.0	-1.5	3
Nc1nc(CSCCO)nc(Nc2ccccc2)n1	1	-3	3	nt	93	-6	nt	-0.2	-1.8	-3
OC(COC1CCCCC1)CN1CCCCC1 (stereo unspecified)	-6	-12	4	-2	96	4	3	-0.1	1.2	-1
CN(CC(=O)N1CCCC1)S(=O)(=O)c1cccc(Cl)c1	-1	-6	0	-4	84	1	-9	0.1	-2.7	-7
Cc1ccc(SCC(=O)OCC(=O)N(CC(C)C)c2c(N)n(Cc3ccccc3)c(=O)[nH]c2=O)c(C)c1	10	-1	11	-6	98	8	-4	0.1	0.3	0
COc1ccc(CC(=O)OCC(=O)Nc2ccc(Cl)c(S(=O)(=O)N(C)C)c2)cc1	-1	-1	1	-4	103	-1	3	-0.5	-3.4	-7
O=C1Nc2ccccc2N=C(c2ccccc2)C1N(C(=O)c1ccnc2ccccc12)c1ccccc1 (stereo unspecified)	nt	nt	-1	-6	91	-1	nt	-0.5	nt	4
COc1ccc(C(Nc2cc(C)ccn2)c2ccc3ccc(C)nc3c2O)cc1 (stereo unspecified)	-1	-9	0	3	94	-18	-12	0.1	-0.1	62*
CCOC(=O)N1CCC(NC(=O)C2CCCN(Cc3nc(-c4cccc(C)c4)oc3C)C2)CC1 (stereo unspecified)	-2	6	-3	-2	93	-3	-10	1.3	-0.2	-17
CCn1c(SCC(=O)Nc2ccccc2N2CCCCC2)nc2c1c(=O)n(C)c(=O)n2C	15	-2	-3	-6	97	6	-9	0.0	5.2	62*
CC(Sc1c[nH]c2ccccc12)C(=O)O (stereo unspecified)	13	1	0	-5	99	1	1	0.0	-0.3	3
N#Cc1c(N2CCN(c3ccc(F)cc3)CC2)nc(N)c2c(N)nc3c(c12)CC(=O)N3C1CC1	6	-4	2	6	99	-2	9	-0.3	-2.0	30
CC(C)C(NS(=O)(=O)c1ccc2c3c(cccc13)C(=O)N2)C(=O)O (stereo unspecified)	1	nt	3	-2	99	-2	18	0.1	0.2	-3
CC(NC(=O)CSc1nc2ccc(N)cc2s1)c1ccccc1 (stereo unspecified)	1	-10	6	-4	96	-4	0	0.9	-3.4	-3
COc1ccc(CN2CCn3ncc(C(=O)Nc4ccccc4)c3C2=O)cc1	2	0	-1	nt	98	1	10	0.1	-0.1	-9
CC(C)NC(=O)C1CCN(C2CCN(C(=O)Cc3ccc4c(c3)OCO4)CC2)CC1	22	14	1	-6	103	0	8	-0.6	-1.0	-1
Cc1noc(/C=C/c2ccco2)c1S(=O)(=O)N1CCC(C(=O)N2CCc3ccccc32)CC1	13	nt	-2	-7	99	0	nt	-0.6	3.2	0
O=C(CSc1nnc(CNc2ccc(F)cc2)n1-c1ccccc1)N1CCOCC1	6	-2	1	nt	98	4	-15	0.0	2.2	8

The listing continues:
SMILES	MC4R antagonist	PDI inh	Glyco luc inh	CaV13 ICDI inh	ABCB6 inh 2	HTR2A ag	Vif imaging	aDG glyco up	MC4R ag barr	Cardio protect
CCCS(=O)(=O)c1c(S(=O)(=O)CCC)c2cc(CC)ccn2c1C(=O)OC	-5	-1	-2	-5	92	-2	1	0.1	-0.7	3
CCN(CC)S(=O)(=O)c1ccc2c(c1)N(CC(=O)NCCc1ccc(S(N)(=O)=O)cc1)C(=O)CO2	6	6	2	-7	95	2	-1	-0.1	-1.0	4
Cc1cccc(C(=O)Nc2ccc3ccccc3c2)c1	19	1	-16	-20	101	-6	-7	0.2	-0.8	-10
Cc1ccccc1NC(=S)NCCSc1ccc(Cl)cc1	3	4	-3	-2	100	-7	-9	1.0	-1.6	-24
CC(C)c1ccccc1NC(=S)NCCCn1ccnc1	1	-23	0	1	94	-1	-1	-0.3	-1.4	12
CC(OC(=O)/C=C/c1ccc2ccccc2n1)C(=O)NCc1ccccc1 (stereo unspecified)	-2	9	3	-6	98	-4	8	0.5	-4.2	-13
C/C(=N\NC(=O)c1ccn(C)n1)c1ccco1	4	-24	-3	-2	97	1	8	0.0	1.2	-4
